# High-throughput results as filed in PubChem BioAssay.
# POLB inh: inhibitors of human DNA polymerase beta; P06746; Pol beta primer extension/strand displacement, fluorescence kinetic; Potency, µM (series often up to 114 µM), for inactives: at the top dose activity change, negative = inhibition, hits mostly inhibitors; hit rate 1.3% among 340,000; note: potency is the fitted concentration of half-maximal effect; % is set by controls: 0 for no effect and ±100 for the full control effect
#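 Enzyme-only controls used 10 nM Pol beta; buffer lacking enzyme served as negative control. Compound preincubated 15 min, then 50 nM substrate added; 0 and 10 min reads at room temperature.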
# APEX1 inh: APE1 (human) endonuclease inhibition. recombinant APE1, TAMRA/BHQ-2 abasic DNA cleavage fluorescence. Potency, µM (doses to about 65.8 µM), inactives show at the top dose activity change, negative = inhibition, usual class: inhibitors. P27695. hit rate 0.35% among 350,000;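 note: potency is the fitted concentration of half-maximal effect; plate controls were vehicle for no effect and reference inhibitor for full effect; nearly all actives have a fitted effect of over 55% in size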
# Target sequence (P27695 whole entry, looked up): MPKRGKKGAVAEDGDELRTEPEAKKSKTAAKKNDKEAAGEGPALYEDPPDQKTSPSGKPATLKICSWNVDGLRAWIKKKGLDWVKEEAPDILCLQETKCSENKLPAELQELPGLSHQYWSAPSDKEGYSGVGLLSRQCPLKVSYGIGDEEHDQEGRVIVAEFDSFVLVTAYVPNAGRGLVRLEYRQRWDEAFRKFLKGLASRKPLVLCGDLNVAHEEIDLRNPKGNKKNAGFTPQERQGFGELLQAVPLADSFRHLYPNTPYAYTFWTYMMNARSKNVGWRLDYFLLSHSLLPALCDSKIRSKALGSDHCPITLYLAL
#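 APE1 at 0.75 nM preincubated 15 min at room temperature with compound. Reaction then started with 50 nM double-stranded THF-abasic substrate labelled with TAMRA/BHQ-2, and 525/598 nm fluorescence read kinetically. Activity taken as third-minus-first read difference, normalized to DMSO and NSC13755 controls.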
# RXFP1 antag: antagonists of human relaxin receptor RXFP1; HEK293-RXFP1, relaxin-stimulated cAMP HTRF, 30 min; hits give low values; activity change, negative = inhibition, % at 57.5 µM; hit rate 0.59% among 350,000; AID 1259400;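 active = activity change of -60% or lower, but not beyond a set lower limit; inconclusive = change between -60% and -40%, or beyond the set limit; inactive = change above -40%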; note: % is set by controls: 0 for no effect and ±100 for the full control effect
# BLM helicase inh: inhibitors of human Bloom syndrome helicase BLM | P54132 | recombinant BLM DNA unwinding, fluorescence dequenching | Potency, µM (series often up to 56.1 µM), for the others: at the highest dose activity change, negative = inhibition, hits mostly inhibitors | hit rate 0.2% among 350,000;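 note: potency is the fitted concentration of half-maximal effect; plate controls were vehicle for no effect and no enzyme for full effect; nearly all actives have a fitted effect of over 35% in size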
# Pol kappa inh: blocks human DNA polymerase kappa activity. Q9UBT6. purified Pol kappa, fluorescent DNA synthesis assay, 10 min. Potency, µM (doses to about 107 µM), for the others: top-dose activity, negative = inhibition, actives largely listed as inhibitors. hit rate 0.53% among 400,000; note: potency is the fitted concentration of half-maximal effect; % is set by controls: 0 for no effect and ±100 for the full control effect
#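 Fluorescent qHTS in 1536-well format: enzyme (10 nM) and compound sat 15 min at room temperature before 50 nM substrate (final) was added. Signal taken at 0 and 10 min; no-enzyme buffer wells were negative controls.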
# Anesthetic bind: candidate novel general anesthetic via apoferritin binding. P02791. apoferritin/1-aminoanthracene competitive binding, fluorescence. Potency, µM (highest dose often 77.5 µM), inactives show at the highest dose activity change, negative = displacement, hits mostly inhibitors. hit rate 0.074% among 350,000; note: potency is the fitted concentration of half-maximal effect; % is set by controls: 0 for no effect and ±100 for the full control effect; nearly all actives have a fitted effect of over 20% in size
#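 Apoferritin-based anesthetic binding model; compound displacement of fluorescent 1-AMA measured as endpoint fluorescence after 10 minutes at room temperature, scaled to free-ligand and complex controls.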
# Tb PGK inh: blocks T. brucei phosphoglycerate kinase | P07378 | PGK/GAPDH coupled, Kinase-Glo luminescence, 60 min | Potency, µM (series often up to 57.5 µM), for inactives: top-dose activity change, negative = inhibition, usual class: inhibitors | hit rate 0.043% among 380,000 | AID 602233; note: potency is the fitted concentration of half-maximal effect; % is set by controls: 0 for no effect and ±100 for the full control effect; nearly all actives have a fitted effect of over 60% in size
#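 Recombinant glycosomal PGK reaction used 1,3-bisphosphoglycerate generated in-well by GAPDH (100nM final) in 100mM TEA pH 7.6, 5mM MgCl2, 0.01% Tween-20. After 60 minutes at room temperature, ATP was read by Kinase-Glo Plus luminescence end-point.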
# POLI inh: blocks human DNA polymerase iota activity. Pol iota fluorescent replication assay, 10 min. Potency, µM (titrated, usually from 115 µM), for inactives: top-dose activity, negative = inhibition, actives largely listed as inhibitors. hit rate 1% among 390,000. AID 588590; note: potency is the fitted concentration of half-maximal effect
# Target sequence (Q9UNA4 whole entry, looked up): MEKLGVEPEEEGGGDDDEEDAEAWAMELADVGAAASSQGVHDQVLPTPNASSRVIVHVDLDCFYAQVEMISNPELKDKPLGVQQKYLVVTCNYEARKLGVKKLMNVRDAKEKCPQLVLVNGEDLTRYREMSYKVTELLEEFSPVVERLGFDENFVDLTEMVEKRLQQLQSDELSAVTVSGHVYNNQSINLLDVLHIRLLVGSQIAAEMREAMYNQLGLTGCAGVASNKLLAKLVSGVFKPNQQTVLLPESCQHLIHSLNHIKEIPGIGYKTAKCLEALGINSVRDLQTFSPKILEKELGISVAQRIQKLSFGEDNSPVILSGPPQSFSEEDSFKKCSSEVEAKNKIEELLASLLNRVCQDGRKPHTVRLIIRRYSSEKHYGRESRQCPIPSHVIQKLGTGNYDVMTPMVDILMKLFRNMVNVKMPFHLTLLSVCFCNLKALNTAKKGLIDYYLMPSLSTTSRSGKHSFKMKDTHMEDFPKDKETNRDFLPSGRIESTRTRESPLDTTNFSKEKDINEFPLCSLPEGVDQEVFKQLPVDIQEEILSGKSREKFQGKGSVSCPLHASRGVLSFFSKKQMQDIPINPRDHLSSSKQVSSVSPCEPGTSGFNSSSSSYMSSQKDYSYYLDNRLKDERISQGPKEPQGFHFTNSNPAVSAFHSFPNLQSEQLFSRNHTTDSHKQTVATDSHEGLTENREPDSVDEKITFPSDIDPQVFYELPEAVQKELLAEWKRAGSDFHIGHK
#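 Pol iota at 10 nM preincubated 15 min with compounds at room temperature; reaction started with fluorescent substrate, 50 nM final. Fluorescence read kinetically at 0 and 10 min; buffer-only wells as negative control.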
# POLH inh: inhibitors of human DNA polymerase eta | Q9Y253 | recombinant Pol eta, fluorescent DNA replication assay | Potency, µM (series often up to 114 µM), for inactives: at the top dose activity change, negative = inhibition, most hits filed as inhibitors | hit rate 1.2% among 390,000 | AID 588591; note: potency is the fitted concentration of half-maximal effect; % is set by controls: 0 for no effect and ±100 for the full control effect
#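 Pol eta at 10 nM preincubated with compounds 15 min at room temperature; reaction started with fluorescent substrate (50 nM final) and read kinetically at 0 and 10 min.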
# * hit, by the source's call; i = inactive; ? = inconclusive; nt = not tested or not shown; & = joins results of further samples; [ ] = dose if it differs, or a comment. Unless noted, calls come from the whole dose curve; as a rule, active = well fitted curve in the direction sought with a large enough effect; inconclusive = small, poorly fitted or top-dose-only effect, or another doubt; inactive = no such curve, though single readings can be large; an effect the other way counts as inactive or inconclusive. An excerpt; rates above refer to the full screens.
SMILES,POLB inh,APEX1 inh,RXFP1 antag,BLM helicase inh,Pol kappa inh,Anesthetic bind,Tb PGK inh,POLI inh,POLH inh
COc1ccc(CCN(C)C(=O)c2cc(-c3ccccc3)nc3ccc(C)cc23)cc1OC,14%,11%,-30,-8%,4%,-11%,1%,-2%,-9%
COc1ccccc1CNC(=O)C(=O)Nc1nccs1,0%,2%,-1,-7%,-3%,-17%,-2%,17%,5%
Cc1ccc(Nc2ncnc3sc4c(c23)CCC(C)C4)cc1C (stereo not given),81%,nt,nt,-6%,11%,-3%,1%,22%,-18%
O=C(Nc1ccc2c(c1)OCCO2)C1CCC1,4%,8%,-9,0%,-8%,4%,-6%,1%,2%
CCc1cccc2c(C#N)cn(CCOc3ccccc3OC)c12,1%,-5%,-16,-2%,-7%,-16%,-10%,17%,-23%
CC(C)COC(=O)OCN1C(=O)CN(CCN2CC(=O)N(COC(=O)OCC(C)C)C(=O)C2)CC1=O,-2%[57.1 µM],5%&-1%,nt,-2%,2%[60.1 µM],nt,4%,6%,-5%
CCN1CCN(c2cc(-c3ccccc3)nc3cc(-c4cccc(F)c4)nn23)CC1,-8%,-7%,-8,5%,-1%,-9%,i,7%,-20%
COc1ccc(-c2nc3c(c(=O)[nH]c(=O)n3Cc3ccccc3)n2Cc2ccccc2)cc1,5%,-10%,-14,-8%,-1%,-7%,-9%,20%,-18%
CCC(C)NC(=S)N1CCN(Cc2ccc3c(c2)OCO3)CC1 (stereo not given),-17%,-4%,12,1%,-2%,-9%,i,87%[activator],-10%
CCN(CC)CC(=O)Nc1nc(-c2ccc(Cl)cc2)cs1,-15%,3%,-10,0%,-12%,?,i,5%,-18%
Cc1ccccc1CN1C(=O)[C@H]2Cc3c([nH]c4ccccc34)C(C)(C)N2C1=O,nt,nt,nt,nt,-21%,nt,7%,7%,-9%
COc1ccc(N=Nc2[nH]c3ccc(C)cc3c2O)cc1,30%,14%,-12,0%,-15%,-2%,-4%,?,-12%
COc1ccc(NC(=O)/C(C#N)=C/C=C/c2ccco2)cc1,?,2%,nt,-10%,-12%,-23%,17%,?,-3%
O=C(O)c1ccc(CNCc2cc(Cl)ccc2O)cc1,nt,0%,nt,nt,-7%,nt,9%,10%,-22%
C=CCSc1nnc(NC(=O)COc2ccc3ccccc3c2)s1,47%,19%,4,-4%,-12%,-7%,nt,6%,-2%
O=C(O)CC1S/C(=N/N=C/C2CC=CCC2)NC1=O (stereo not given),14%,-3%,14,-3%,-12%,-1%,-3%,-22%,6%
CCOC(=O)N1CCC(NC(=O)C(NS(=O)(=O)c2ccc3c(c2)CCN3C(=O)CC)C(C)C)CC1 (stereo not given),8%,?,-4,1%,-4%,-3%,6%,107%[activator],-2%
O=C1NC(=O)c2cc(NC(=O)C3COc4ccccc4O3)ccc21 (stereo not given),3%,11%,nt,-7%,1%,-15%,-5%,-3%,-12%
CC(C)(C)C1=Nn2c(nnc2-c2ccco2)SC1,16%,4%,-15,-1%,-5%,-9%,4%,0%,-2%
CC/C(=C\C(=O)c1cccnc1)Nc1ccc(C)c(C)c1,-28%,-5%,8,-2%,-10%,-20%,-4%,-5%,-3%
COc1ccc(S(=O)(=O)N2CCCCCC2)cc1C(=O)N(C)CC(=O)Nc1ccccc1Cl,nt,12%,-9,nt,-3%,nt,-5%,-4%,-18%
CC(Sc1ccccc1)C(=O)Nc1ccccc1C(=O)N1CCOCC1 (stereo not given),-18%,-1%,-9,-1%,-37%,-6%,i,-1%,-12%
CCCCn1c(N)c(N(CC(C)C)C(=O)c2cc(-c3ccc(OC)c(OC)c3)nc3ccccc23)c(=O)[nH]c1=O,nt,-5%,0,nt,-12%,nt,-1%,23%,-6%
CC(C(=O)OCC(=O)c1ccc(Br)cc1)N1C(=O)C2C3CCC(C3)C2C1=O (stereo not given),21%,-7%,-5,2%,-10%,-5%,-2%,14%,1%
COc1ccc(OC)c(CNS(=O)(=O)c2c(C(=O)N3CCCCCC3)c(C)n(C)c2C)c1,1%,nt,-9,2%,0%,-7%,-1%,32%[activator],-16%
COc1ccccc1NC1=NC2(CCCC2)N=C(N)N1,1%,1%,-17,-2%,-1%,-16%,i,-3%,-8%
N#Cc1c(NC(=S)NC(=O)c2ccccc2)sc2c1CCN(CCc1ccccc1)C2,4%,1%,nt,0%,nt,-14%,nt,nt,nt
N#Cc1nc(-c2ccco2)oc1N1CCN(c2cccc(Cl)c2)CC1,-4%,9%,-21,-8%,-11%,64%[activator],7%[11.5 µM],-10%,-14%
Clc1ccc(N2CCN(c3ncnc4c3oc3ccccc34)CC2)cc1,1%,4%,-4,-4%,-7%,-7%,-2%,13%,6%
Cc1ccccc1NC(=S)/C(=C(\[O-])c1ccc(C)c([N+](=O)[O-])c1)[n+]1ccccc1,3%,1%,-12,-9%,-4%,-15%,-8%,6%,-21%
CCCOc1ccc(C(=O)Nc2cccc(-c3nc4ccccc4[nH]3)c2)cc1,-2%,nt,nt,-6%,-10%,-16%,i,?,-6%
CCOC(=O)/C(C#N)=C/c1cc(C)n(-c2ccc(Br)cc2)c1C,1%,1%,nt,1%,nt,-3%,nt,nt,nt
CC(=O)NS(=O)(=O)c1ccc(NC(=S)NC(=O)c2ccco2)cc1,40%,2%,11,2%,-4%,-7%,-13%,-2%,-7%
CCCc1cc(C(=O)NCc2cccs2)no1,40%,0%,-4,0%,9%,?,-4%,-10%,-19%
Cn1c(SCC(=O)N2CCOCC2)nnc1-c1cccc(NC(=O)c2ccccc2F)c1,24%,2%,15,2%,1%&-1%,-5%,-7%,-13%,5%
Cc1ccccc1C(c1ccccc1Cl)N(C)C (stereo not given),nt,nt,3,nt,-14%,nt,-8%,12%,-12%

# Single records, from the list above.
# `CCOC(=O)/C(C#N)=C/c1cc(C)n(-c2ccc(Br)cc2)c1C` in the list: POLB inh = 1%; APEX1 inh = 1%; RXFP1 antag = nt; BLM helicase inh = 1%; Pol kappa inh = nt; Anesthetic bind = -3%; Tb PGK inh = nt; POLI inh = nt; POLH inh = nt
# `CCCc1cc(C(=O)NCc2cccs2)no1` in the list: POLB inh = 40%; APEX1 inh = 0%; RXFP1 antag = -4; BLM helicase inh = 0%; Pol kappa inh = 9%; Anesthetic bind = ?; Tb PGK inh = -4%; POLI inh = -10%; POLH inh = -19%
# `COc1ccc(OC)c(CNS(=O)(=O)c2c(C(=O)N3CCCCCC3)c(C)n(C)c2C)c1` in the list: POLB inh = 1%; APEX1 inh = nt; RXFP1 antag = -9; BLM helicase inh = 2%; Pol kappa inh = 0%; Anesthetic bind = -7%; Tb PGK inh = -1%; POLI inh = 32%[activator]; POLH inh = -16%

# Going on with the list.
SMILES,POLB inh,APEX1 inh,RXFP1 antag,BLM helicase inh,Pol kappa inh,Anesthetic bind,Tb PGK inh,POLI inh,POLH inh
COc1cccc(-c2cccc(NC(=O)C3CCN(Cc4ccon4)CC3)c2)c1,13%,37%,11,1%,-7%,-11%,-6%,29%,-6%
C#CCOCCOCCOCCNc1nc(N2CCN(C(=O)[C@H]([C@@H](C)O)n3cc(CCCCN)nn3)CC2)nc(N2CCN(C(=O)[C@H](CCCCN)n3cc(CC(C)O)nn3)CC2)n1 (stereo not given in full),nt,21%,nt,nt,-3%,nt,-3%,?,-2%
CC(=O)Oc1ccc(C(=O)Nc2ccc(S(=O)(=O)N3CCOCC3)cc2)cc1,32%,8%,-3,-7%,-3%,-7%,-3%,175%[activator],-15%
Cc1cnc(C(=O)Nc2ccccc2-c2ccc(C)o2)cn1,-9%,-5%,5,1%,-11%,-10%,-9%,34%[activator],10%
CCOc1ccc(NS(=O)(=O)c2cc(C(=O)N(CC)CC(=O)NCc3cccs3)ccc2C)cc1,nt,7%,5,nt,-9%,nt,-2%,-8%,-14%
Cc1ccc(/C=N/n2c(COc3ccccc3)n[nH]c2=S)cc1,9%,5%,-2,-3%,-11%,-3%,-4%,-14%,-14%
CCOC(=O)CSc1nc2c(sc(=S)n2Cc2ccco2)c(=O)n1-c1ccc(F)cc1,0%,0%,12,-9%,-10%,-12%,0%,9%,-1%
O=C(Nc1ccc(C(=O)N2CCOCC2)cc1)Nc1ccc(Cl)cc1Cl,4%,0%,-2,0%,16%,-6%,-9%,-11%,-11%
Cc1ccccc1N(CC(=O)N/N=C/c1ccccc1Cl)C(=O)c1ccccc1,1%,-1%,6,-15%,-2%,-15%,-5%,10%,9%
COc1cccc(C(C(=O)NCc2ccccc2)N(C(=O)c2csnn2)C2CC2)c1 (stereo not given),-4%,15%,-6,-1%,-4%,13%,i,88%[activator],-3%
O=C1CCC([N+](=O)[O-])C(c2cc3c(cc2Cl)OCO3)N1 (stereo not given),-2%,4%,0,-6%,7%,-3%,nt,1%,-1%
CCN(CC)CC#CC(C)(C)OC(C)=O,nt,nt,-19,nt,-9%,nt,i,-18%[58.9 µM],-5%
O=C1C(Cl)=C(N2CCCCCC2)C(=O)N1c1ccc(Br)cc1,?,2%,-6,-6%,-18%,-16%,3%,?,-8%
CCC(Sc1nc2n[nH]c(C)c2c(=N)n1-c1ccc(C)c(Cl)c1)C(=O)N1CCOCC1 (stereo not given),1%,1%,0,-3%,-7%,4%,3%,-2%,-6%
COc1ccc(CS(=O)(=O)/C(Cl)=C(/Cl)C(=O)Nc2ccc(OC)nc2)cc1,-18%,2%,-28,-10%,-14%,?,-7%,?,?
CCOC(=O)c1ccc(NC2OC(=O)c3ccccc32)cc1 (stereo not given),-12%,-4%,-7,0%,12%,-9%,-1%,-13%,-12%
COc1ccc(NC(=O)c2ccc(NC(=O)c3ccco3)cc2)c(OC)c1,30%,-7%,-17,-3%,-5%,-8%,12%,45%[activator],-19%
Cc1oc2cc3oc(=O)c(CCC(=O)N(C)CC(=O)O)c(C)c3cc2c1C,56%,-12%,1,-3%,-9%,40%[activator],0%,104%[activator],6%
CCCCOc1ccc(C(C)NC(=O)CN2C(=O)CSc3ccc(S(=O)(=O)N4CCOCC4)cc32)cc1 (stereo not given),-25%,nt,0,-10%,-7%[60.1 µM],-5%,-10%,11%,-24%
